RORA act – activators of human nuclear receptor RORA; P35398; CHO-K1 Gal4-RORA LBD luciferase reporter, luminescence; percent increase over mock-subtracted basal signal; activation, % at 10 µM; 65,000 compounds, 1.5% hits; AID 560;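 active = activation above the mean of all tested compounds plus 3 SD, cut at about 49% in these data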;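 note: 0% = DMSO-treated RORA cells and 100% = added signal equal to DMSO minus mock-transfected cells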
AP complement – orthogonal test for alternative complement pathway inhibitors | Human serum alternative complement pathway, LPS-coated ELISA, C3 deposition; tested in compound mixtures | inhibition, % at 5 µM | 62,000 compounds, 0.08% hits | AID 1235;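 active = inhibition above 30% in each of the two pooled mixtures holding the compound, so the lower value exceeds 30%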;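 note: 0% = serum in Mg-EGTA without compound and 100% = EDTA serum blank; some compounds past the cut are filed as inactive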
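Test system: human serum alternative complement pathway, C3 deposition on LPS-coated wells; also added: Plate-bound LPS; doses: 5 µM per compound in ten-compound mixtures; schedule: 1 h at 37 °C; detection: Anti-C3 ELISA, OD 450 nm; evaluation: percent inhibition of C3 deposition onto LPS; repeats: two pool placements per compound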
CatB mixtures – human cathepsin B inhibition by mixtures; P07858; inhibition, %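 (ten-compound pools at 5 µM per compound and 50 µM total)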; 62,000 compounds, 0.06% hits; Purified cathepsin B, AMC dipeptide fluorescence, compound mixtures; in the data active = inhibition above about 22%, passing the limit was not always enough; inconclusive = no clear call, values can overlap the other calls;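 note: 0% = enzyme without compound and 100% = no enzyme blank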
JNK3 inh – blocks human JNK3 kinase activity; inhibition, % at 8 µM; purified JNK3 kinase activity, HTS; 60,000 compounds, 0.61% hits; P53779; AID 746; in the data active = inhibition above about 17%;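 note: 0% = DMSO and 100% = reference inhibitor; many of its hits are not listed in these tables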
E coli RNAP – inhibitors of Escherichia coli RNA polymerase | P0A8V2 | E. coli RNA polymerase, fluorescence transcription assay | inhibition, %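 (tested at 10 µM)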 | 62,000 compounds, 0.2% hits; in the data active = inhibition above about 20%;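 note: 0% = enzyme without compound and 100% = no enzyme blank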
PKA kinase inh – PKA (human) kinase inhibition. 65,000 compounds, 0.1% hits. P17612. PKA Kemptide phosphorylation, Kinase-Glo ATP luminescence. AID 524. inhibition, % at 6 µM;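 active = inhibition above the screen-wide mean inhibition plus 3 SD, cut at about 21% in these data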; note: many of its hits are not listed in these tables
CatS block – inhibitors of human cathepsin S. 62,000 compounds, 0.06% hits. recombinant cathepsin S, AMC dipeptide fluorescence, pooled mixtures. inhibition, %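 (tested at 5 µM per compound within 10-compound mixtures)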. AID 501. P25774; in the data active = inhibition above about 32%, passing the limit was not always enough; inconclusive = no clear call, values can overlap the other calls;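 note: 0% = enzyme without compound and 100% = blank without enzyme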
CatB inh – human cathepsin B inhibition; P07858; purified cathepsin B, fluorogenic substrate, fluorescence; inhibition, %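 (tested at 10 µM)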; 63,000 compounds, 0.1% hits; AID 453; in the data active = inhibition above about 21%;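 note: 0% = enzyme with no compound and 100% = no enzyme blank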
ROCK2 blocker – blocks human Rho kinase 2 activity; purified ROCK2, Kinase-Glo ATP depletion luminescence; inhibition, % at 6 µM; 60,000 compounds, 0.35% hits; AID 604;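 active = inhibition above the screen-wide mean inhibition plus 3 SD, cut at about 18% in these data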;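 note: plate controls were DMSO wells for no effect and Y-27632 control wells after no-enzyme background subtraction for full effect; many of its hits are not listed in these tables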
Starred values were filed as active, the others as inactive; ? = inconclusive; . = not tested or not shown.

Below each SMILES – RORA act	AP complement	CatB mixtures	JNK3 inh	E coli RNAP	PKA kinase inh	CatS block	CatB inh	ROCK2 blocker
(1) CCOc1ccccc1N(CC(=O)O)S(=O)(=O)c1ccccc1
  -13	6	1	-5	2	-4	10	4	-2
(2) COc1ccc(NC(=O)Nc2ccccc2C(N)=O)cc1OC
  -5	-1	4	-3	10	-9	18	2	-4
(3) CC1=C(C(=O)OCC2CCCO2)C(c2ccncc2)C2=C(CC(C)(C)CC2=O)N1 (stereo not given)
  -9	27	-1	-5	-8	11	-4	-3	6
(4) Cc1ccc(N2C(N)=C(C#N)C(c3cccnc3)C3=C2CC(C)(C)CC3=O)cc1 (stereo not given)
  25	6	2	-9	8	14	-2	1	8
(5) COc1cccc(NC(=O)CSc2nc3c(c(=O)n2C)SC(C)C3)c1 (stereo not given)
  21	15	1	-1	-2	0	0	-1	1
(6) CS(=O)(=O)N1CCCC(C(=O)NCCCN2CCC(Cc3ccccc3)CC2)C1 (stereo not given)
  -11	-14	6	-8	5	5	9	9	3
(7) COc1ccc(CNc2ccc3cn[nH]c3c2)c(OC)c1OC
  .	-6	0	.	-3	.	3	2	.
(8) Cc1[nH]n(C(C)(C)C)c(=O)c1Sc1ccc(Cl)cc1
  -14	11	-1	-3	5	11	-3	0	5
(9) Cc1nc(NS(=O)(=O)c2ccccc2)sc1NC(=O)OC(C)C
  9	5	-12	4	8	4	-25	0	7
(10) CCOC(=O)CSC1=C(C#N)C(c2sccc2C)CC(=O)N1 (stereo not given)
  32	-13	2	2	4	5	7	5	3
(11) CCOc1cc(C)nc(N2CCCC(C(=O)NCc3ccccc3F)C2)n1 (stereo not given)
  0	12	-2	2	10	10	-9	7	3
(12) c1ccc(CNc2nc3ccccc3n3cnnc23)nc1
  -6	16	5	-1	9	4	17	-1	3
(13) COc1ccc(C(=O)N2CCN=C2SC)cc1OC
  2	16	3	4	-1	1	-10	-5	0
(14) Cc1ccccc1NC(=O)c1c(-c2ccccc2)noc1C
  -23	-10	-2	1	8	6	34	1	5
(15) CCOc1cccc(/C(O)=C2/C(=O)C(=O)N(CCOC)C2c2ccc(C)o2)c1 (stereo not given)
  0	13	4	.	2	-2	4	2	.

Continued.
Below each SMILES – RORA act	AP complement	CatB mixtures	JNK3 inh	E coli RNAP	PKA kinase inh	CatS block	CatB inh	ROCK2 blocker
(16) COc1ccc(-c2c(C)oc3c(CN4CCN(CCO)CC4)c(O)ccc3c2=O)cc1OC
  -11	17	7	1	2	6	-13	-1	9
(17) c1ccc(-c2nc3nc4ccccc4nc3n2Cc2ccco2)cc1
  62*	6	4	-4	-1	7	-4	-4	3
(18) COc1ccc(C(CNC(=O)Cn2[nH]c(=O)c3ccccc3c2=O)N2CCCC2)cc1 (stereo not given)
  -9	26	7	1	4	1	7	4	3
(19) COc1cc2nc(-c3cccs3)oc(=O)c2cc1OC
  -23	22	6	1	8	-4	6	-1	1
(20) NC(=O)C1(N2CCCCC2)CCN(C(=O)c2ccc(-n3cnnn3)cc2)CC1
  8	9	1	2	1	9	-3	3	5
(21) O=c1ccn(Cc2ccccc2)c(=O)n1Cc1ccccc1
  -12	5	1	4	4	6	-14	0	6
(22) O=c1c2c(n3nnnc3n1-c1ccccc1)-c1ccccc1CC21CCCC1
  -1	-1	3	11	11	5	-1	3	8
(23) CN1CCN(C(=O)c2ccc(COc3ccc(Cl)cc3Cl)cc2)CC1
  4	27	4	5	5	4	-3	4	2
(24) CCCS(=O)(=O)N1CCC(C(=O)N2CCOCC2)CC1
  0	9	3	-4	4	8	-7	6	9
(25) CCOc1ccc(CCNC(=O)C2CCN(S(=O)(=O)CC)CC2)cc1OCC
  -20	17	7	7	5	5	?	2	2
(26) Cc1cc(C)n2nnnc2c1C#N
  4	15	2	-3	0	1	-7	-4	0
(27) Clc1ccc(Oc2nc(N3CCOCC3)nc(N3CCOCC3)n2)c(C2CCCCC2)c1
  -13	-2	2	7	8	-2	16	3	3
(28) COc1ccccc1NC(=O)C1CCCN(S(=O)(=O)c2cnc[nH]2)C1 (stereo not given)
  3	0	-5	-4	0	8	-5	-1	5
(29) Cc1cccc(N2CCN(C(=O)Cn3nc(Cc4ccncc4)c4ccccc4c3=O)CC2)c1C
  1	6	8	1	11	-5	4	-2	0
(30) CC1(C)CC(=O)C=C(NCCO)C1
  2	.	.	1	12	-3	.	-1	0

The results go on:
Below each SMILES – RORA act	AP complement	CatB mixtures	JNK3 inh	E coli RNAP	PKA kinase inh	CatS block	CatB inh	ROCK2 blocker
(31) CCCCNC(=O)Nc1cc(C(F)(F)F)c[nH]c1=O
  1	10	4	3	3	4	5	6	5
(32) Cc1cc(=O)oc2cc(NC(=O)CCCC(=O)O)ccc12
  -20	2	-2	-5	-1	8	3	-5	7
(33) O=C(CSc1ncn(-c2ccccc2)n1)Nc1ccc2c(c1)OCCO2
  -5	17	-7	-6	-1	-3	-8	-2	-4
(34) CCS(=O)(=O)CCSc1nc(C)cc(C)n1
  -18	-17	2	4	4	10	12	6	6
(35) O=C(CNC(=O)c1ccccc1C(=O)O)c1ccccc1
  29	7	7	2	5	8	-8	.	5
(36) COc1ccccc1N1CCN(c2ncnc3c2oc2ccccc23)CC1
  56*	33*	-4	1	-10	-2	8	-2	0
(37) CC(C)(CNCC(O)c1ccccc1)N1CCOCC1 (stereo not given)
  4	14	6	1	.	0	-4	1	4
(38) CC(C)n1c(C(O)c2ccccc2)nc2ccccc21 (stereo not given)
  -17	18	2	-3	0	4	-7	-5	7
(39) COc1ccccc1Nc1nc(N)nc(CN2CCc3ccccc3C2)n1
  -25	.	.	3	.	4	.	.	1
(40) O=C(O)c1[nH]c2ccc(Cl)cc2c1CC(=O)N1CCN(C(=O)c2ccco2)CC1
  -17	-6	4	0	4	3	5	3	8
(41) Cc1oc(C(=O)O)cc1CSCc1ccoc1C(=O)O
  6	0	-7	3	9	7	3	4	5
(42) Cc1cc2c(=O)n(NC(N)=O)c(C)nc2s1
  6	4	6	4	8	7	1	4	2
(43) Nc1ncnc2c1ncn2[C@@H]1O[C@H](CO)[C@@H](O)[C@H]1O
  1	16	10	7	10	8	-2	0	6
(44) O=C(NCc1cccnc1)c1cnc2n(c1=O)CCS2
  9	.	.	-5	.	-4	.	.	-1
(45) CCOC(=O)C1CCN(C(=O)C2CC(=O)N(c3ccc(C)cc3)C2)CC1 (stereo not given)
  -25	9	-2	4	-6	2	-4	2	0

Later entries:
Below each SMILES – RORA act	AP complement	CatB mixtures	JNK3 inh	E coli RNAP	PKA kinase inh	CatS block	CatB inh	ROCK2 blocker
(46) CCOC(=O)CN1CC23C=CC(O2)C(C(=O)NCc2cccs2)C3C1=O (stereo not given)
  -13	4	1	-1	3	6	2	0	6
(47) Cc1cc2c(c(=O)n1Cc1ccc3c(c1)OCO3)C(c1cccnc1)C(C#N)=C(N)O2 (stereo not given)
  -1	14	0	-7	-6	2	2	4	0
(48) COC(=O)c1ccc(CSc2nc(N3CCOCC3)c3c(c2C#N)CC(C)(C)OC3)o1
  -13	.	.	-4	11	5	.	6	6
(49) O=C1c2ccccc2C(Nc2ccc(F)c(Cl)c2)N1c1ccccn1 (stereo not given)
  -15	9	4	-2	7	-10	9	0	1
(50) CCN(CC)c1nc2n(c(=O)n1)CCO2
  12	-10	0	0	4	8	13	5	4
(51) CC(C)NC(=O)c1cccc(Cn2cc(Cl)cn2)c1
  1	-10	-1	2	13	4	4	4	5
(52) O=C(OCC(CO)OC(CO)n1ccc(=O)[nH]c1=O)c1ccccc1 (stereo not given)
  -4	1	1	6	6	9	14	5	4
(53) O=C(O)c1ccc2c(c1)C(=O)N(Cc1ccccc1)C2=O
  -30	-2	-3	4	.	6	17	2	6
(54) Cc1cc(C)nc(Sc2c(F)c(F)c(C(F)(F)F)c(F)c2F)n1
  -6	20	2	5	3	-1	-6	-2	2
(55) CCOC(=O)CSc1nc2ccccc2n1C(=O)OCC
  0	6	-4	-1	3	1	-4	-1	4
(56) CNC(=O)C(Sc1ccccc1)c1ccccc1 (stereo not given)
  2	13	-2	-5	-3	-12	0	-2	-4
(57) CSc1nc2ccccc2n1C(=O)Oc1ccccc1
  -6	10	2	-7	8	3	1	-3	6
(58) CCOC(=O)c1ccccc1NC(=O)Cn1c(-c2nonc2N)nc2ccccc21
  -21	4	5	6	4	14	-5	59*	7
(59) N#Cc1ccccc1NCc1ccccc1
  9	0	-3	2	-4	2	-3	3	3
(60) CCOC(=O)c1c(-c2ccccc2)oc2ccc(O)c(CN3CCOCC3)c12
  -6	-3	-5	-1	9	4	1	3	6

Carrying on.
Below each SMILES – RORA act	AP complement	CatB mixtures	JNK3 inh	E coli RNAP	PKA kinase inh	CatS block	CatB inh	ROCK2 blocker
(61) COc1ccc(C2NCCc3cc(OC)c(OC)cc32)cc1OC (stereo not given)
  -7	-28	0	3	4	5	14	7	3
(62) CCOC(=O)CC1C(=O)NCCN1C(=O)COc1ccc(Br)cc1C (stereo not given)
  4	6	0	2	4	11	-7	-1	12
(63) CCOC(=O)N1CCN(C(=O)c2cnn(-c3ccccc3)c2NC(=O)c2ccccc2F)CC1
  -8	3	1	-4	1	6	-3	0	2
(64) COc1cc2nc(N(C)C)nc(N)c2cc1OC
  5	-1	6	1	-9	-2	16	0	0
(65) CN(Cc1ccccc1)C(=O)c1cnc2n(c1=O)CCS2
  -2	.	.	-4	.	-3	.	.	-1
(66) COC(=O)c1ccc(CSc2nc3ccccc3c(=O)n2-c2ccc(OC)c(OC)c2)o1
  11	20	4	3	0	2	5	-1	1
(67) CS(=O)(=O)Nc1ccc(OCc2ccccc2)cc1
  .	12	3	.	5	.	0	.	.
(68) COc1ccc(N2C(=O)CC(Sc3nccc(C)n3)C2=O)cc1 (stereo not given)
  -2	15	5	-1	3	3	1	3	2
(69) COc1ccc(/C(O)=C2/C(=O)C(=O)N(CCCN(C)C)C2c2ccccc2)cc1OC (stereo not given)
  15	.	.	2	8	2	.	1	4
(70) CCOC(=O)CSc1nc2c(c(=O)n1-c1ccc(OCC)cc1)SCC2
  2	.	.	-1	.	7	.	.	1
(71) Cc1ccc(C2CC(C(F)F)n3ncc(C(=O)Nc4cnn(Cc5ccccc5C)c4)c3N2)cc1 (stereo not given)
  9	12	7	4	2	0	0	-1	2

Only part of the results is shown (hit frequency here may not be typical).
